Bioassay records: PubChem BioAssay, IUPUI and University of Michigan
ST2 inh: IL1RL1 inhibition. Q01638. AlphaLISA ST2-Fc/biotin-IL-33 interaction, 1 h. inhibition, % for hits at 17 µM. 78,000 tested, 2.3% active; in the data active = inhibition above about 30%; inconclusive = mostly about 10% to 28%
Target sequence (Q01638 whole entry, looked up): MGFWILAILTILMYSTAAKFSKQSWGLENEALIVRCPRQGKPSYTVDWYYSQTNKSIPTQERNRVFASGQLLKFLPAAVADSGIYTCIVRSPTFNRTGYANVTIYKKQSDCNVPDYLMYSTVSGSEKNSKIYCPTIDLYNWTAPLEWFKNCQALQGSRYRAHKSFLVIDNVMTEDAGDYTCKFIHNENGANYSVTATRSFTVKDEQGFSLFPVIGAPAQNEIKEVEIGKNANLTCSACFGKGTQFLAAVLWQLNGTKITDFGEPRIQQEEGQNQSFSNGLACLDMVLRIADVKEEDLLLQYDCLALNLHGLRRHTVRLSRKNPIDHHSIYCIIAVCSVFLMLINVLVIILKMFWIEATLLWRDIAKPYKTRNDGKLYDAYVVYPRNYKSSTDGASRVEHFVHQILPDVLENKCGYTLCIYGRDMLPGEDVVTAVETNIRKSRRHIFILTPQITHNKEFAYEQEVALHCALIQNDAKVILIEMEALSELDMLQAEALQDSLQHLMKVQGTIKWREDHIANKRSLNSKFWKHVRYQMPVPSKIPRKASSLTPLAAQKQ
* hit, by the source's call; i = inactive; ? = inconclusive.

Structure	ST2 inh
Cc1[nH]cnc1-c1nccn1-c1ccc(-c2nc3ccccc3[nH]2)cc1	?
CCOc1ccc(C2C(C(=O)OC(C)CC)=C(C)NC3=C2C(=O)C(C(=O)OC)C(C)C3)cc1 (centres undefined)	i
COc1cc(NC(=S)N[C@H]2CO[C@H]3[C@@H]2OC[C@H]3OC(=O)Nc2ccc(C(C)C)cc2)cc(OC)c1	i
Cc1cccc(N=Cc2cc3c(cc2[N+](=O)[O-])OCO3)c1C	39%*
Cc1cnc(C)c(-c2cccc(OC(C)C)c2)n1	?
CC(C)N(Cc1nccn1C)C(=O)CC1CCc2ccccc21 (centres undefined)	?
N#Cc1ccc(C(=O)N2C[C@@H]3C[C@H](C2)c2c(-c4ccc5ccccc5c4)ccc(=O)n2C3)cc1	i
Cc1cc(=O)[nH]c(N2CCCCC2)n1	i
CC1CCCC[C@H]2C(=O)C=C[C@H](O)[C@@H]2CC(=O)O1 (some centres undefined)	46%*
O=C1c2ccccc2CN1c1ccc(OC(F)(F)F)cc1	i
COc1ccc(C(=O)Nc2nc3ccc(S(C)(=O)=O)cc3s2)c(OC)c1	i
Cc1cc(C)n2ncc(C(=O)N3CCNCC3C(=O)N3CCOCC3)c2n1 (centres undefined)	i
Cc1ccc(NC(=O)CSc2nc(-c3ccccc3)cc(=O)[nH]2)c(C)c1	?
CN(C)C(=O)c1cc(-c2cnn(-c3ccccc3F)c2)nc2cc(F)ccc12	i
COc1ccc(O)c(C2Nc3ccccc3NC3=C2C(=O)CC(C)(C)C3)c1 (centres undefined)	i

Next part, starting with the last two of the part before.
Structure	ST2 inh
CN(C)C(=O)c1cc(-c2cnn(-c3ccccc3F)c2)nc2cc(F)ccc12	i
COc1ccc(O)c(C2Nc3ccccc3NC3=C2C(=O)CC(C)(C)C3)c1 (centres undefined)	i
CC(C)c1noc([C@@H]2C[C@@H](O)CN2Cc2ccc(S(C)(=O)=O)cc2)n1	i
CCN/C(C)=C/c1nsc(Nc2ccc(Cl)cc2)n1	i
Cc1cc(C)c2nc3c(c(N)c2c1)CCN3C	i
CCS(=O)(=O)N1CCCC(C(=O)NCCN(C)C)C1 (centres undefined)	?
Cc1cc(N2CCN(c3cc(N4CCN(CCO)CC4)ccc3[N+](=O)[O-])CC2)c2ccccc2n1	i
Cc1nn(-c2ccc(S(N)(=O)=O)cc2)c(C)c1-c1ccc(Cl)c(Cl)c1	?
C/C(=N/OC(=O)c1ccccc1I)c1cccnc1	i
FC(F)(F)c1cc(-c2ccco2)nc(-n2cnc3ccccc32)n1	?
O=C(NCc1ccc2c(c1)OCO2)c1ccc2c(Cl)c3c(nc2c1)CCCC3	i
COc1ccc2cc3cc(C(=O)N4CCN(c5ccccc5F)CC4)oc3nc2c1	i
CSc1nc2c(c(=O)[nH]1)C(c1ccc(OCc3ccccc3)cc1)C1=C(CCCC1=O)N2 (centres undefined)	i
Cc1c(Cl)c([N+](=O)[O-])nn1CCCC(=O)Nc1cccnc1	i
CCC(Sc1nc(N)cc(=O)[nH]1)C(=O)Nc1ccc(Cl)cn1 (centres undefined)	i
O=C(Nc1ccc(S(=O)(=O)Nc2cccc(F)c2)cc1)c1ccc([N+](=O)[O-])cc1	i
O=C1Nc2ccc(-c3ccsc3)cc2C(=O)N2C[C@@H](NS(=O)(=O)c3ccc(F)cc3)C[C@@H]12	?

Next records follow:
Structure	ST2 inh
Cc1ccc(CC2(NC(=O)C(C)N3CCCC3=O)CC2)cc1 (centres undefined)	i
Cc1cc2cc(C(=O)NCCc3csc(-c4ncccn4)n3)ccc2o1	?
Cn1cc(SCC(=O)N2N=C(c3cccs3)CC2c2ccc(F)cc2)c2ccccc21 (centres undefined)	?
O=C(/C=C/c1cc(Br)cs1)Nc1cccc(C(F)(F)F)c1	?
Cc1ccc(N=c2oc3ccc(Br)cc3cc2C(N)=O)cc1	i
CCCCN(CC)C(=O)c1cc2cc3ccc(Cl)cc3nc2o1	?
COc1ccc(C(=O)N2CCC(C(=O)Nc3cccc(-c4cccc(Cl)c4)c3)CC2)o1	?
N#C/C(=C\c1ccco1)c1nc(-c2ccc(-c3ccccc3)cc2)cs1	?
O=S(=O)(c1ccccc1)c1nc(-c2ccc(F)cc2)oc1N1CCOCC1	?
Cc1nc(C(=O)N2CCCC(c3nc(C(C)C)no3)C2)cs1 (centres undefined)	i
O=C(C1CCCCC1)N1CCN=C1SCc1cccnc1	i
COC(=O)[C@@H](N)Cc1ccc(O)c(O)c1	?
Cc1cc(Sc2ccccc2NC(=O)Nc2ccccc2)n2ncnc2n1	?
CC1=NN(c2cccc(C(=O)O)c2)C(=O)/C1=C\c1ccc(-c2cc([N+](=O)[O-])ccc2O)o1	?
C(=C\c1nnc(-c2ccccc2)o1)/c1ccccc1	34%*

(continued)
Structure	ST2 inh
CC(C)=CCC/C(C)=C/CO[C@@H]1O[C@H](CO[C@@H]2O[C@@H](CO)[C@H](O)[C@H]2O)[C@@H](O)[C@H](O)[C@H]1O	?
CC(C)CSc1nc2c(c(=O)[nH]1)C(c1ccc(F)cc1)C1=C(CC(C)(C)CC1=O)N2 (centres undefined)	?
Cc1ccc2[nH]c(C)c(CN3CCCCC3)c(=O)c2c1	i
CCOc1ccc(S(=O)(=O)Nc2ccccc2SC)c2cccnc12	i
O[C@@H]1CN(Cc2ccccc2Cn2cccn2)CC[C@H]1c1ccc(F)cc1	?
Cn1c(=O)c(NC2CCCCC2)c2c3c(cccc31)C(=O)c1ccccc1-2	?
CCCc1ccc(CN2CC[C@H](CO)[C@@H](O)C2)o1	?
COc1ccccc1N1CCN(C(=O)c2cccc(C)c2)CC1	?
O=C(CSc1nc(-c2ccc(F)cc2)[nH]c1-c1ccc(F)cc1)NCc1ccco1	i
O=C(O)C1CCC(CNCc2c(Cl)cccc2Cl)CC1 (centres undefined)	i
COc1cc(CN2CCC(n3cc(CC(C)C)nn3)CC2)ccc1F	i
Cc1[nH]cnc1-c1nccn1Cc1cccnc1	i
Fc1cccc(CN2CCSCC2)c1	i
COc1ccc2cc(CN3CCN(Cc4ccncc4)CC3)c(=O)[nH]c2c1	i
Cc1cc(NC(=O)c2cc(-c3cccc(Cl)c3)on2)no1	i

By substructure, the entries above containing a CF3 group (3)
Structure	ST2 inh
O=C1c2ccccc2CN1c1ccc(OC(F)(F)F)cc1	i
FC(F)(F)c1cc(-c2ccco2)nc(-n2cnc3ccccc32)n1	?
O=C(/C=C/c1cc(Br)cs1)Nc1cccc(C(F)(F)F)c1	?

Further compounds
Structure	ST2 inh
Cc1cccn2c(=O)c3cc(C(=O)N(C)CCC#N)n(C)c3nc12	?
O=C(Nc1nnc(SCc2ccccc2F)s1)c1ccc(Cl)cc1Cl	i
Cc1ccc(S(=O)(=O)C2(C(=O)NCCc3ccc(S(N)(=O)=O)cc3)CC2)cc1	i
O=C(NCCCN1CCCCCC1)c1ccc2c(Cl)c3c(nc2c1)CCCC3	?
CCc1c(C)sc(NC(=O)c2sc3cc(C)ccc3c2Cl)c1C(N)=O	i
COc1ccc(C(=O)Nc2ccc([C@@H](O)[C@H]3COCC(=O)N3Cc3ccc(F)cc3)cc2)cc1OC	?
Cc1cc(CC(C)NC(=O)/C=C/c2ccccc2)n[nH]1 (centres undefined)	i
Cc1cc(C)nc(NC(=O)c2c(-c3c(Cl)cccc3Cl)noc2C)n1	i
CN(Cc1ccco1)S(=O)(=O)c1ccc2[nH]cc(C(=O)O)c(=O)c2c1	?
O=C(NC1CC1)c1cccc(Br)c1	i
Cc1cc(Cl)ccc1N=Cc1nc(-c2ccccc2)oc1O	?
C#CCOc1nc2c(c(=O)n(C)c(=O)n2C)n1Cc1ccccc1Cl	i
COc1ccccc1NS(=O)(=O)c1ccc(NC(C)=O)cc1	i
COCC(=O)N1CCCN(C(=O)CC2C=CCC2)CC1 (centres undefined)	i
NC1(C(=O)O)CCc2cc(C(=O)O)ccc21 (centres undefined)	i

Four compounds out of the list, ordered by heavy-atom count, largest number first.
Structure	ST2 inh
COc1ccc(C(=O)Nc2ccc([C@@H](O)[C@H]3COCC(=O)N3Cc3ccc(F)cc3)cc2)cc1OC	?
Cc1cc(C)nc(NC(=O)c2c(-c3c(Cl)cccc3Cl)noc2C)n1	i
Cc1cc(Cl)ccc1N=Cc1nc(-c2ccccc2)oc1O	?
NC1(C(=O)O)CCc2cc(C(=O)O)ccc21 (centres undefined)	i

Remaining list, next part.
Structure	ST2 inh
Clc1ccc2c(c1)C(N1CCNCC1)=Nc1ccccc1O2	?
Cc1cc(N2CCOCC2)nc2ccc(NC(=O)CCC(=O)NCc3ccc4c(c3)OCO4)cc12	i
COc1cc(OC)cc(C(=O)N2CCN=C2SCc2ccccc2Cl)c1	i
O=C1N/C(=C\c2ccc(Br)cc2)C(=O)N1Cc1ccc(Cl)cc1	i
COC(=O)c1c(C)oc2ccc(NS(=O)(=O)c3ccccc3)cc12	i
O=S(=O)(c1ccc(Br)cc1)n1cccn1	?
Cc1cccc(NC(=O)c2ccc(Cl)cc2)c1	i
CC(C)Oc1cccc(F)c1-c1cc(C(N)=O)ccn1	i
CC(C)(C)N1C(=O)c2ccc(C(=O)Nc3cccnc3)cc2C1=O	i
O=C(O)c1ccccc1C1CCN(C(=O)CCc2cccnc2)C1 (centres undefined)	?
Cc1cnc(CN2CCC(Cc3nn(C)c(=O)n3-c3ccccc3)CC2)[nH]1	?
Cn1ncc2c(NCCN3CCCC3=O)nc(C(C)(C)C)nc21	i
CC(C)COc1ccc(-c2nc3s/c(=C\c4cccs4)c(=O)n3n2)cc1	i
CC(C)Cn1nc(C(=O)N2CCOCC2)c2c1CCC(NCc1ccc(F)cc1)C2 (centres undefined)	i
CSc1nc(C(=O)N2CC(=O)N(Cc3cnn(C)c3)CC(OCc3cccnc3)C2)cs1 (centres undefined)	i

Following part.
Structure	ST2 inh
O=C(CSc1nc2c(c(=O)n1-c1ccc(Cl)cc1)SCC2)NCc1ccco1	i
COc1ccc(-c2[nH]ncc2CNC(=O)Cc2cccnc2)cc1	i
COC(=O)C1=C(C)Nc2nc(SCc3ccccc3)[nH]c(=O)c2C1c1ccncc1 (centres undefined)	i
CCC(C)N1C(=O)CCC1C(=O)N1CCN(c2ccc(F)cc2)CC1 (centres undefined)	i
Cc1ccsc1C(CNC(=O)c1cn2c(n1)CNCC2)N(C)C (centres undefined)	i
O=C(Cc1ccc(Cl)cc1)Nc1ccc([N+](=O)[O-])cc1Cl	i
Cc1cc(C)cc(C(=O)N(c2ccc(Br)cc2)C2C=CS(=O)(=O)C2)c1 (centres undefined)	i
Cc1c(-c2ccc(Cl)cc2)n[nH]c1C(=O)N1CCCC2(CNC(=O)O2)C1 (centres undefined)	i
CCN(C)c1ccc(/C=C/c2nc(O)c([N+](=O)[O-])c(=O)[nH]2)cc1	?
COc1ccccc1C1C2=C(CCCC2=O)Nc2nc(SCc3ccccc3)[nH]c(=O)c21 (centres undefined)	i
CCCc1cc(C(=O)N(CCOC)CC2CCN(Cc3ccccc3F)CC2)no1	i
O=C(Cn1cnc2c(cnn2-c2ccc(Cl)cc2)c1=O)Nc1cccc(Cl)c1	i
COc1ccccc1N1CCN(Cc2ccc([N+](=O)[O-])o2)CC1	?
COc1ccc(CC(=O)N2CC3(C)CC2CC(C)(C)C3)cc1OC (centres undefined)	i
Cc1nn(-c2ccccc2)c(C)c1NC(=O)NC1CCCN(C2CCCCCC2)C1 (centres undefined)	i

Going on with the list:
Structure	ST2 inh
CCOC(=O)c1cccc(NC(=O)N2CC[C@@H](CC(=O)NC3CC3)[C@@H](CC)C2)c1	i
O=C1C(O)=C(c2ccccc2)C2CCCN12 (centres undefined)	i
Cc1n[nH]c(C)c1CCC(=O)N1CCCC2(C1)C(=O)Nc1ccccc12 (centres undefined)	?
O=C(NC1CCCCC1)C1CCN(c2ccc(-c3cccs3)nn2)CC1	i
COc1cccc(CN2CCC[C@@H](O)[C@H](NC(=O)c3ccc(OCc4ccccc4)cc3)C2)c1	?
CCCCc1ccc(C(=O)Nc2ccc(C(C)=O)cc2)cc1	i
COc1ccccc1NC(=O)CSc1nc(-c2cccs2)cc(C(F)(F)F)c1C#N	?
CC1CC(=O)N(CC(=O)NC2CCCC2)c2ccccc2S1 (centres undefined)	i
Cc1c(C(=O)N2CCN(c3ncccn3)CC2)sc2nc3n(c(=O)c12)CCCC3	i
O=C1CCCC2=C1C(c1ccc(Br)cc1)n1nc(SCc3ccncc3)nc1N2 (centres undefined)	i
NC(=O)c1c(NC(NC(=O)c2cccs2)C(=O)c2ccccc2)sc2c1CCCC2 (centres undefined)	?
Cc1ccc([N+](=O)[O-])cc1N=Cc1ccc(Br)c([N+](=O)[O-])c1	?
CCCN1CC(NC(=O)c2nc3ccccc3[nH]c2=O)CC1=O (centres undefined)	?
CN(C)CCOc1ccccc1CN1CCC2(CCOCC2)CC1	i
Cc1ccccc1CN1C[C@@H]2OCC(=O)N(CC(N)=O)[C@@H]2C1	i

Next results follow:
Structure	ST2 inh
Cc1ccc(Cl)cc1NC(=O)c1ccc([N+](=O)[O-])c(C)c1	i
Cc1ccc2nc(CCCNC(=O)c3ccc(C4CCCO4)s3)oc2c1 (centres undefined)	?
CN(C(=O)COc1ccccc1C(=O)NCCc1ccccc1)c1ccccc1	i
OCc1ccc(CN2CC[C@H](c3nnc(-c4ccccc4)o3)C2)o1	i
O=C(Nc1cnc2ccccc2c1)c1cccc(F)c1	i
CCN(CC)CCOC(=O)C1(C2CCCCC2)CCCCC1	?
COc1ccccc1-n1c(O)c(C=Nc2cccc(C)c2)c2ccccc2c1=O	?
O=C1C[C@H]2CC[C@@H](CN1)N2C(=O)c1ccc2ncsc2c1	?
c1ccc(Sc2ncnc3nc[nH]c23)nc1	i

A portion of the library; the hit share may differ from the screen's.
